All columns: NCI-60 one-dose screen, growth in % after 48 h at 10 µM unless noted; 100 = growth as untreated, 0 = no growth, -100 = all killed.
UACC-62 – UACC-62 melanoma; 81,000 compounds, 5.4% hits; AID 1794756
M14 – M14 melanoma | 80,000 compounds, 6.2% hits
A549/ATCC – A549/ATCC NSCLC; 81,000 compounds, 3.7% hits
HOP-62 – HOP-62 NSCLC; 80,000 compounds, 3.9% hits
CCRF-CEM – CCRF-CEM leukemia; 77,000 compounds, 7% hits
HOP-92 – HOP-92 NSCLC cells; 71,000 compounds, 6.3% hits; AID 1794738
EKVX – EKVX NSCLC; 71,000 compounds, 3% hits; AID 1794765
RPMI-8226 – RPMI-8226 leukemia cells; 77,000 compounds, 7.5% hits
Starred values were filed as active, the others as inactive; · = not tested or not shown; & = joins results of further samples; ! = a repeat was not active. How the source made its calls: active means growth percent below 10; inactive means the rest. An unsorted share of the library (roughly 12% active in at least one column).

SMILES | UACC-62 | M14 | A549/ATCC | HOP-62 | CCRF-CEM | HOP-92 | EKVX | RPMI-8226
O=C(Nc1nc2ccc(C(=O)N3CCN(/C=C/c4ccccc4)CC3)cc2s1)c1ccc(NCCc2ccccc2)c([N+](=O)[O-])c1 | 58 | 13 | 55 | 58 | 23 | 52 | 51 | 18
CCCOC(=O)C1CCCCC1C(=O)OCCC (configuration not stated) | 110 | 100 | 105 | 103 | 95 | · | · | 103
C/C(=C\CCc1ccsc1)CC/C=C(\C)CCCN1CCOCC1 | 86 | 104 | 81 | 94 | 92 | 85 | · | 84
C/C(=N\NC(=S)N1CCCCC1)c1ccccn1 | -14* | -33* | 9.1* | 21 | 8.6* | -1.0* | -4.3* | -19*
O=C1C(=O)C(c2ccccc2)C(=O)C1c1ccccc1 (configuration not stated) | 105 | 106 | 100 | 106 | 107 | 107 | 96 | ·
CSC1=NC(=Nc2c(C)cccc2C)C2(CCC(C(C)(C)C)CC2)N1c1ccc(Cl)cc1 (configuration not stated) | 74 | 49 | 30 | 42 | 37 | 63 | · | 51
Nc1cc2c(cc1N)-c1ccccc1C2 | 109&85 | 109&97 | 90&91 | 104&97 | 31&19 | 84 | 68&67 | 61&41
C=CCCCCCCCCCC(C(=O)O)C(=O)O | 103 | 103 | 96 | 96 | · | · | · | 102
Fc1ccc(COc2cccc(-c3nc4sccn4c3-c3ccccc3)c2)cc1 | 70 | 105 | 96 | 101 | 100 | 81 | 90 | ·
CC(=O)O[C@H]1C(=O)[C@@]2(C)C([C@H](OC(=O)c3ccccc3)[C@]3(O)C[C@H](OC(=O)[C@H](O)[C@@H](NC(=O)c4ccccc4)c4ccccc4)C(C)=C1C3(C)C)[C@]1(OC(C)=O)CO[C@@H]1C[C@@H]2O (some centres not stated) | 42 | 20 | 13 | 25 | 14 | · | 48 | 3.8*
O=C1c2ccccc2C[C@]12C(c1ccc(F)cc1)=NOS2=O (some centres not stated) | 89 | 93 | 93 | 95 | 98 | 79 | 97 | 95
COc1cccc(C2NCCc3cc(OC)c(OC)cc32)c1 (configuration not stated) | 106 | 115 | 95 | 96 | 96 | 92 | 107 | 95
Nc1ncc2c(n1)-c1cccn1CCC2 | 99 | 103 | 111 | · | 103 | 97 | 96 | 105
COc1ccc(-c2nc(C(=O)Nc3cccc(OC)c3)nn2-c2cccc3ccccc23)cc1 | 75 | 85 | 90 | 87 | 67 | 106 | 74 | 94
CC(CNC1CCCCC1)OC(=O)Nc1ccccc1 (configuration not stated) | 107 | 106 | 109 | 92 | 88 | · | · | 109
CCCc1cc2cc(-n3nc(CC)c4c3CC(C)(C)CC4=O)cc(NC3CCC(O)CC3)c2c(=O)[nH]1 (configuration not stated) | 27 | 27 | 25 | 15 | 22 | -1.3* | 52 | 12
CC1=C[C@H]2c3c(c(O)c(O)c4oc5cc(O)ccc5c(=O)c34)[C@H](c3cc(O)c(O)c4oc5cc(O)ccc5c(=O)c34)[C@H]2C(C)(C)C1 | 5.5* | 38 | 13 | 40 | 27 | -9.2* | 51 | 29
CCOC(=O)C1(C(=O)OCC)COC(=O)C1CN1Cc2cc3ccccc3nc2C1 (configuration not stated) | 100 | 93 | 97 | 100 | 49 | 91 | 107 | 89
Cc1cc(NC(=O)c2ccccc2)c(Cl)cc1N | 90 | 96 | 99 | 97 | 48 | 106 | 107 | ·
O=C1CCC23OC(c4ccccc4N12)C(O)C(O)C3O (configuration not stated) | 98 | 100 | 94 | 104 | 101 | 113 | 107 | 103
CCn1c(SC/C(=N/O)c2ccccc2)nnc1-c1ccccc1 | 86 | 109 | 101 | 111 | 89 | 62 | 91 | 90
CCCCN(CCCC)CCOc1c[nH]c(=O)[nH]c1=O | 103 | 106 | 104 | 90 | 106 | 116 | 96 | 108
C=C1CC[C@@H]2[C@]3(C)COC(c4ccccc4)O[C@@H]3CC[C@@]2(C)[C@@H]1C/C=C1/C(=O)OC[C@H]1O (some centres not stated) | 86 | · | 93 | 110 | 9.0* | 105 | 100 | 28
Nc1ccc(C(=O)Nc2ccc(Nc3ccccc3)c(S(=O)(=O)O)c2)cc1 | 97 | 97 | 83 | 86 | 85 | 89 | 98 | 94
COc1cc(CNC(=O)/C=C/c2ccccc2)ccc1OCc1cn(-c2cccc(Cl)c2)nn1 | 70 | · | 89 | 91 | 88 | 86 | 90 | ·

Next entries
SMILES | UACC-62 | M14 | A549/ATCC | HOP-62 | CCRF-CEM | HOP-92 | EKVX | RPMI-8226
O=C1C(c2ccc3ccccc3n2)=C(O)c2ccccc21 | 59 | 91 | 34 | 67 | 83 | 61 | 53 | 59
Oc1ccc(N=Cc2ccc(OCc3ccccc3)cc2)cc1 | 89 | 104 | 112 | 109 | 82 | 98 | · | 97
CC(=O)OCC(C)O (configuration not stated) | 104 | 104 | 95 | 108 | 92 | 95 | · | 102
O=C1OC2(c3ccccc31)c1ccc(O)c(O)c1Oc1c2ccc(O)c1O | 102&108 | 113&113 | 105 | 101&114 | 110&91 | 120&62 | 128&105 | 109&113
CCOC(=O)C(=O)N(N)C1=NN=C2N=C(C)C=C(c3ccccc3)N2N1 | 94 | · | 109 | 108 | 109 | 122 | 109 | 107
O=C1Nc2ccccc2/C1=C/C(=O)c1ccccc1[N+](=O)[O-] | 99 | 102 | 105 | 87 | 67 | 97 | 86 | 90
NC1=NC(=O)C(c2ccccc2)C(=O)N1 (configuration not stated) | · | 92 | 97 | 106 | 96 | 92 | 102 | 110
CC(C)C(=O)C1CCCC1 | 106 | 107 | 101 | 118 | · | 82 | · | 97
CCCCCCCCCCCC1N=C(N)N=C(N)N1c1cccc(Br)c1 (configuration not stated) | 38 | 11 | 22 | -8.6* | -15* | · | 43 | -40*
Oc1ccc(CSc2nnc(-c3ccc(Cl)cc3)n2-c2ccccc2)c2cccnc12 | 9.4* | · | 26 | 17 | 21 | 16 | 29 | 16
CCOc1ccccc1NC(=O)CN1CCN(C(=O)c2ccco2)CC1 | 62 | 59 | 69 | 84 | 41 | 82 | · | 58
CCOC(=O)c1ccoc1 | 101 | 106 | 97 | 98 | 100 | · | · | 102
Cn1ncc2c(N)nc(Oc3ccccc3-c3ccccc3)nc21 | 26 | 14 | 56 | 58 | 25 | 62 | 42 | 19
Nc1cccc(I)c1 | 98 | 89 | 86 | 88 | 94 | 84 | 105 | 90
CS(=O)(=O)c1cc(=O)[nH]c(=O)[nH]1 | 95 | 99 | 99 | 102 | 96 | 100 | · | 100
COc1cc(O)c(C=Nc2ccccc2NS(=O)(=O)c2ccc(C)cc2)c(OC)c1 | 93 | 107 | 103 | 91 | 97 | · | 94 | 96
O=C(Nc1ccc(SC(F)(F)F)cc1)Nc1ccc(Cl)c(Cl)c1 | 80 | 98 | 81 | 99 | 98 | 76 | 82 | 66
CCCc1nc(N)nc(N)n1 | 106 | 107 | 87 | 102 | 114 | 104 | · | 112
Cc1ccccc1C1OC2=C(Nc3ccc(Cl)cc3N2)C1=O (configuration not stated) | 82 | 99 | 95 | 91 | 85 | 84 | 91 | 58
Cc1c(OCC(F)(F)F)ccnc1CNc1ccc(C2=CC(c3ccc(O)cc3)N=C(N)N2)cc1 (configuration not stated) | 84 | 111 | 76 | 99 | 83 | · | 86 | 76
CCCC(C)C(=NC)Nc1ccc(Cl)c(Cl)c1 (configuration not stated) | 100 | 97 | 106 | 87 | 92 | · | 119 | 103
C#C[C@]1(O)CC[C@H]2[C@@H]3CC=C4c5sc(Nc6cc(Cl)ccc6OC)nc5CC[C@]4(C)[C@H]3CC[C@@]21C | -3.9* | -52* | 29 | 32 | 8.9* | 0.0* | 22 | -35*
Oc1ccc(-c2nnc(SCc3ccc(O)c4ncccc34)o2)cc1 | -13* | 0.6* | 15 | 14 | 12 | -16* | 16 | 4.3*
O=C(/C=C1\C=CN(CCCCCCF)c2ccccc21)n1ccc2ccccc21 | 76 | 92 | 102 | 86 | 96 | 70 | 79 | 75
O=C(N/N=C/c1ccc(O)c(S(=O)(=O)O)c1)C(=O)N/N=C/c1ccc(O)c(S(=O)(=O)O)c1 | 103 | 105 | 100 | · | 104 | 95 | 102 | 103

3 neighbouring records already listed, quoted:
SMILES | UACC-62 | M14 | A549/ATCC | HOP-62 | CCRF-CEM | HOP-92 | EKVX | RPMI-8226
O=C(Nc1nc2ccc(C(=O)N3CCN(/C=C/c4ccccc4)CC3)cc2s1)c1ccc(NCCc2ccccc2)c([N+](=O)[O-])c1 | 58 | 13 | 55 | 58 | 23 | 52 | 51 | 18
CCCOC(=O)C1CCCCC1C(=O)OCCC (configuration not stated) | 110 | 100 | 105 | 103 | 95 | · | · | 103
C/C(=C\CCc1ccsc1)CC/C=C(\C)CCCN1CCOCC1 | 86 | 104 | 81 | 94 | 92 | 85 | · | 84

(listing goes on)
SMILES | UACC-62 | M14 | A549/ATCC | HOP-62 | CCRF-CEM | HOP-92 | EKVX | RPMI-8226
COc1ccc(-c2cc(NC(=O)Nc3ccc(Cl)cc3)no2)cc1 | 99 | 100 | 100 | 94 | 103 | 100 | 96 | 98
CCCCCC(=O)N(CCCC)CCCC | 94 | 104 | 100 | 104 | 99 | 92 | · | 94
Cc1nn(-c2ccccc2)c(Cl)c1/C=N\N=c1/sc2ccccc2n1C | 87 | 100 | 85 | 93 | 93 | 85 | 110 | 79
O=C1Nc2c(Br)cc(Br)cc2C12NCCc1cc(O)ccc12 (configuration not stated) | 77 | 94 | 88 | 76 | 89 | 72 | 76 | 86
Cn1c(=O)c2c(nc(CCC3CCCC3)n2C)n(C)c1=O | 93 | 115 | 105 | 107 | 93 | 99 | 107 | 102
COc1cc(-c2nc(SCCC(C)C)nc(Nc3ccc(C)cc3)c2C#N)cc(OC)c1OC | 91 | 103 | 99 | 100 | 98 | 108 | 104 | ·
COc1cc(C(=O)/C=C/c2c(-c3ccc(F)cc3)nc3ncccn23)cc(OC)c1OC | 52 | · | 61 | 68 | 19 | 24 | 52 | 11
Cc1nc([P+](c2ccccc2)(c2ccccc2)c2ccccc2)c(N2CCOCC2)o1 | 76 | 101 | 103 | 104 | 86 | 85 | 97 | 37
C[N+](C)(C)c1ccc(CC2c3ccccc3-c3ccccc32)cc1 | 82 | 75 | 62 | 39 | 70 | 29 | 71 | 69
CC(C(=O)O)N1C(=O)CSC1=S (configuration not stated) | 100 | 95 | 94 | 105 | 103 | 95 | 93 | 102
O=C(Nc1nccs1)c1ccc(N=Cc2c(O)[nH]c3ccccc23)cc1 | 99 | 101 | 103 | 99 | 115 | 85 | 96 | 97
CNCCC(Oc1ccc(C(F)(F)F)cc1)c1ccccc1 (configuration not stated) | 99 | 88 | 97 | 101 | 98 | · | 89 | 83
Cc1cnc(NS(=O)(=O)c2ccc(N)cc2)nc1-c1ccccc1O | 100 | 103 | 105 | 106 | 103 | 84 | · | 106
O=C(O)CSC(SCC(=O)O)c1ccccc1 | 97 | 101 | 94 | 99 | 102 | 104 | 113 | 96
COc1ccc(CCNc2nc3sc4c(c3c(=O)[nH]2)CCCC4)cc1OC | 88 | 110 | 96 | 101 | 94 | 110 | 91 | 87
CCCc1c(NCCO[C@H]2Cc3cc4ccc(=O)oc4cc3OC2(C)C)c(C(N)=O)nn1C | 84 | 113 | 108 | 109 | 94 | 93 | 104 | 95
CCCCCCCCCCCCCCCCCCOc1ccccc1CC(=O)OCC[N+]1(C)CCCCC1 | 34 | 35 | 42 | 70 | 6.3* | -9.3* | 63 | -10*
CSC(=NC(=O)c1c(Cl)cccc1Cl)SC | 98 | 100 | 95 | 104 | 82 | 75 | 103 | 91
CC(=O)Oc1cc(C(C)C)c(OCCN(C)C)cc1C | 94&100 | 100&100 | -83*! | 97&110 | 100&113 | 107 | 107 | 105&123
CCCCCc1nc(N)nc(-c2nc(N)nc(CCCCC)c2C)c1C | 99 | 104 | 98 | 102 | 101 | 111 | 96 | 107
C=C(C)[C@@H]1CC[C@]2(C(=O)O)CC[C@]3(C)[C@H](CC[C@@H]4[C@@]5(C)C/C(=C/c6ccccn6)C(=O)C(C)(C)[C@@H]5CC[C@]43C)[C@@H]12 | 40 | 59 | 16 | 36 | 22 | 35 | 33 | 13
CCCSc1nc(N)nc2c1ncn2CC(C)C | 88 | 108 | 94 | 93 | 99 | 92 | 104 | 96
C/C=C/C=C/C(=O)Oc1ccc2c(c1)C(CCNC(=O)CCCCCCCCCCCCCCCCCCC)=CC2 | 100 | 99 | 99 | 115 | · | 114 | 92 | 104
Nc1nc2c(C(=O)Nc3ccc(Br)cc3)c(Nc3ccc(Cl)cc3)nn2cc1-c1nc2ccccc2s1 | 102 | 98 | 118 | · | 96 | 102 | 100 | 101
O=C(CCNc1ccc2c(c1)C(=O)c1ccccc1C2=O)Nc1ccc2c(c1)C(=O)c1ccccc1C2=O | 108 | 107 | · | 106 | 84 | 99 | 84 | 90
CCn1c2ccc(Br)cc2c2c3c(c4c5ccccc5ccc4c21)C(=O)N(O)C3=O | 108 | 106 | 108 | 96 | 101 | 116 | 94 | 105

Just UACC-62 (7 entries from above):
compound | UACC-62
CC(=O)Oc1cc(C(C)C)c(OCCN(C)C)cc1C | 94&100
CCCCCc1nc(N)nc(-c2nc(N)nc(CCCCC)c2C)c1C | 99
C=C(C)[C@@H]1CC[C@]2(C(=O)O)CC[C@]3(C)[C@H](CC[C@@H]4[C@@]5(C)C/C(=C/c6ccccn6)C(=O)C(C)(C)[C@@H]5CC[C@]43C)[C@@H]12 | 40
CCCSc1nc(N)nc2c1ncn2CC(C)C | 88
C/C=C/C=C/C(=O)Oc1ccc2c(c1)C(CCNC(=O)CCCCCCCCCCCCCCCCCCC)=CC2 | 100
Nc1nc2c(C(=O)Nc3ccc(Br)cc3)c(Nc3ccc(Cl)cc3)nn2cc1-c1nc2ccccc2s1 | 102
O=C(CCNc1ccc2c(c1)C(=O)c1ccccc1C2=O)Nc1ccc2c(c1)C(=O)c1ccccc1C2=O | 108

Of the compounds above, 2 contain a furan ring, fused or not.
SMILES | UACC-62 | M14 | A549/ATCC | HOP-62 | CCRF-CEM | HOP-92 | EKVX | RPMI-8226
CCOc1ccccc1NC(=O)CN1CCN(C(=O)c2ccco2)CC1 | 62 | 59 | 69 | 84 | 41 | 82 | · | 58
CCOC(=O)c1ccoc1 | 101 | 106 | 97 | 98 | 100 | · | · | 102

Assay outcomes from PubChem BioAssay.
